VP16 counter – counter-screen for ROR gamma inhibitors: Gal4-VP16 reporter; Drosophila S2 Gal4-VP16 UAS-luciferase, luminescence, 20 h; Potency, µM (doses to about 53.6 µM), for the others: top-dose activity, negative = inhibition, usual class: inhibitors; 310,000 tested, 3.5% active; AID 2546;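 note: Gal4-VP16 expression switched on by copper sulfate through the metallothionein promoter; % is set by controls: 0 for no effect and ±100 for the full control effect; nearly all actives have a fitted effect of over 50% in size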
ELG1 genotox – induces genotoxicity in HEK293T cells with luciferase-tagged ELG1; AID 504466; HEK293T ELG1-luciferase reporter, luminescence, 16 h; 330,000 tested, 1.3% active; Potency, µM (highest dose often 46 µM), inactives show at the highest dose activity change, positive = activation, usual class: activators; note: % of control where 0% means no effect; nearly all actives have a fitted effect of over 60% in size
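Step 1: seed 2,000 HEK293T ELG1-luciferase cells per well. Step 2: add compound or DMSO, incubate 16 hr at 37 °C. Step 3: ONE-Glo, 30 min at room temperature, read luminescence.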
MBNL1 CUG block – blocks human MBNL1 binding to CUG repeat RNA; Q9NR56; 280,000 tested, 0.036% active; TR-FRET MBNL1-His/biotin-(CUG)12 binding, 665/545 ratio; AID 2675; Potency, µM (doses to about 57.5 µM), for the others: top-dose activity change, negative = inhibition, hits mostly inhibitors; active = well fitted inhibition curve with a large enough effect in the signal ratio, with a control signal flat, not every such curve was filed as active; inconclusive = small, poorly fitted or top-dose-only effect, or effect the other way, or a change in a side signal; inactive = no such curve, though single readings can be large or run the other way; the % refers to the signal ratio; note: % is set by controls: 0 for no effect and ±100 for the full control effect
Target sequence (Q9NR56 whole entry, looked up): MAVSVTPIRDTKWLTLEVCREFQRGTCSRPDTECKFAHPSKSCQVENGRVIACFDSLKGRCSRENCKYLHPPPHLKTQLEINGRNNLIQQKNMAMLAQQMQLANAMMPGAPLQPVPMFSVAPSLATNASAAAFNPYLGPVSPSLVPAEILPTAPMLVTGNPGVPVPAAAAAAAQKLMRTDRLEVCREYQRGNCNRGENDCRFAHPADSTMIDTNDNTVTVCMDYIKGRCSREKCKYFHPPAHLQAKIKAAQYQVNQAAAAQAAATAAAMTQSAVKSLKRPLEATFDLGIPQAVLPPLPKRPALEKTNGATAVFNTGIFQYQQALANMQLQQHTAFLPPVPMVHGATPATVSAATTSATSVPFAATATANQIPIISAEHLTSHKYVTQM
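Inhibition of protein-RNA binding appears as loss of TR-FRET between terbium anti-His antibody on MBNL1-His and streptavidin-XL665 on biotin-(CUG)12. Activity is normalized to buffer-only and uninhibited-complex controls.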
Rab9 prom act – Rab9 promoter activation; Huh7 Rab9 promoter-luciferase reporter, luminescence, 24 h; Potency, µM (doses to about 9.22 µM), for the others: at the top dose activation, negative = inhibition, usual class: activators; 320,000 tested, 2.8% active; AID 485297; note: % of control where 0% means no effect; nearly all actives have a fitted effect of over 60% in size
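Using Huh7 cells stably transfected with Rab9 promoter–luciferase, compounds were incubated 24 h at 37 °C, 5% CO2; luciferase luminescence was read 10 min after reagent addition.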
NPC1 promoter act – activates the NPC1 promoter; Huh7 NPC1 promoter luciferase reporter, 24 h; Potency, µM (series often up to 9.22 µM), for the others: at the top dose activation, most hits filed as activators; 320,000 tested, 2.4% active;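 note: % of control where 0% means no effect; nearly all actives have a fitted effect of over 60% in size; reporter is driven by a mutant NPC1 promoter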
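Quantitative HTS used a cell-based reporter: Huh7 cells stably bearing the NPC1 promoter upstream of luciferase were treated with compounds for 24 h, and promoter activation was read as luminescence.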
uPA surface inh – blocks generation of uPA at the cell surface. Potency, µM (doses to about 38.3 µM), without a hit: at the top dose activity change, negative = inhibition, actives largely listed as inhibitors. cell surface uPA generation assay, qHTS. AID 540303. 330,000 tested, 0.31% active; active = well fitted inhibition curve with a large enough effect; inconclusive = small, poorly fitted or top-dose-only effect; inactive = no such curve, though single readings can be large or run the other way; tested in mouse RAW 264.7 cells; note: % is set by controls: 0 for no effect and ±100 for the full control effect; nearly all actives have a fitted effect of over 55% in size
BRCA1 expr act – activators of BRCA1 expression | MCF7-BRCA1-FFLuc reporter, luminescence, 48 h; response scale: scaled: vehicle 0%, 10 µM genistein 100% | Potency, µM (series often up to 46.1 µM), for the others: at the highest dose activation, most hits filed as activators | 380,000 tested, 1.1% active | AID 624202; note: nearly all actives have a fitted effect of over 80% in size; some results filed as inactive show a strong effect at the top dose
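MCF7 cells carrying a BRCA1-firefly luciferase reporter (2000 cells/well, phenol-red free MEM) were attached for 2 h at 37 °C, then given compounds for 48 h. Luminescence was read 15 min after luciferase reagent; activity normalized to genistein (10 microM) and DMSO.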
RORg inh – blocks mouse ROR gamma transcriptional activity; AID 2551; Drosophila S2 Gal4-RORgamma UAS-luciferase reporter, 20 h; 310,000 tested, 5.4% active; P51450; Potency, µM (titrated, usually from 53.6 µM), for the others: at the highest dose activity change, negative = inhibition, actives largely listed as inhibitors; note: % is set by controls: 0 for no effect and ±100 for the full control effect; nearly all actives have a fitted effect of over 60% in size
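Luciferase reporter read in Schneider cells carrying Gal4-RORγ (mouse) and UAS-Photinus luciferase; cells given compound 1 h before 700 uM copper sulfate induction, then incubated 20 h at ambient temperature.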
p53 reactivation – restores transcriptional activity of mutant p53. 320,000 tested, 0.063% active. AID 504706. Potency, µM (series often up to 92.2 µM), for inactives: top-dose activity change, positive = activation, usual class: activators. H1299 p53-A138V BP100-luciferase reporter, luminescence, 24 h; note: % of control where 0% means no effect; nearly all actives have a fitted effect of over 45% in size
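p53-null H1299 cells stably carrying temperature-sensitive p53-A138V and a BP100-luciferase reporter were pinned with compounds (4-point, 1:5 series) and held 24 hrs at 37 deg C. Luminescence was read 10 min after detection reagent.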
FLuc counter – firefly luciferase modulation, counter-screen for miR-21 project. P08659. purified FLuc, Km substrates, luminescence inhibition. Potency, µM (titrated, usually from 57.5 µM), for inactives: at the top dose activity change, negative = inhibition, actives largely listed as inhibitors. 360,000 tested, 6.9% active;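 note: plate controls were vehicle for no effect and reference inhibitor for full effect; nearly all actives have a fitted effect of over 55% in size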
Target sequence (P08659 whole entry, looked up): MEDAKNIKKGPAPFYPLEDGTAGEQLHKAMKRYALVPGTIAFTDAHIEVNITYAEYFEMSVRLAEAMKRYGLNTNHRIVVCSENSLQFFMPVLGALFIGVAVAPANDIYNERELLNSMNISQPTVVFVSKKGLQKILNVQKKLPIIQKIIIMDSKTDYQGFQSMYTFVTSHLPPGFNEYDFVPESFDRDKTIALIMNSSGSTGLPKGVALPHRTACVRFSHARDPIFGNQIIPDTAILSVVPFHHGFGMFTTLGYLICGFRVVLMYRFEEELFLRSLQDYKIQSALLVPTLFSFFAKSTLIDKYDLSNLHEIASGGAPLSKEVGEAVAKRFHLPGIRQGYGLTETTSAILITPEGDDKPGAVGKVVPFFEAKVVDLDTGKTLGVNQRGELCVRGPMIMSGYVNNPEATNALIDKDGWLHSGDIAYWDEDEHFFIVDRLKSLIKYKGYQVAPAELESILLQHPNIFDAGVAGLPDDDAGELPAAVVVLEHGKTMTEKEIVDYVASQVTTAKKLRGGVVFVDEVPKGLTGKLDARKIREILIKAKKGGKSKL
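Biochemical qHTS of compounds, final roughly 60 µM downward over six points, against 10 nM purified firefly luciferase using Km concentrations of substrates (10 uM D-luciferin, 10 uM ATP) in Tris acetate pH 7.5 buffer; luminescence output.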
Active calls of the source: *; ? = inconclusive; . = not tested or not shown; & = joins results of further samples; [ ] = another dose, or the depositor's remark. Unless noted, calls come from the whole dose curve; as a rule, active = well fitted curve in the direction sought with a large enough effect; inconclusive = small, poorly fitted or top-dose-only effect, or another doubt; inactive = no such curve, though single readings can be large; an effect the other way counts as inactive or inconclusive. Potency is the fitted concentration of half-maximal effect.

# | mol | VP16 counter | ELG1 genotox | MBNL1 CUG block | Rab9 prom act | NPC1 promoter act
1 | COc1cc(-c2nc3sc(C)c(C)c3c(=O)o2)cc(OC)c1OC | -2% | -3% | 0% | -2% | 4%
2 | CCCCNC(=O)c1cc(-c2ccc3c(c2)OCO3)on1 | -3% | ? | 9% | 2µM* | 3.5µM*
3 | COC(=O)Cc1ccc(NC(=O)c2ccc3c(c2)C(=O)N(Cc2cccnc2)C3=O)cc1 | ? | 3% | ? | 6% | 0%
4 | O=C(NCc1c(F)cccc1F)c1cc(COc2c(F)cccc2F)on1 | 9% | 10% | -10% | 5% | 2%
5 | CCCNC(=O)C1(CC2CC(c3ccccc3)=NO2)CCN(C(=O)C2CCCC2)CC1 (stereo not given) | . | 3% | . | -2% | -5%
6 | O=C1CCC/C(=N/NC(=O)c2ccc(NS(=O)(=O)c3cccs3)cc2)C1 | -10% | -1% | 3% | -2% | -2%
7 | N#C/C(=C/c1ccc(-c2ccccc2[N+](=O)[O-])o1)C(=O)NCCN1CCCCC1 | -9% | 1% | ? | -6% | -5%
8 | O=C(Nc1ccccc1N1CCN(c2ccccc2)CC1)C12CC3CC(CC(C3)C1)C2 | -3% | -4% | -14% | -2% | 2%
9 | CCOc1ccccc1NC(=O)CCC(=O)O | -5% | 2% | 2% | 2% | -6%
10 | O=Cc1ccc(OC(=O)CCCCC(=O)Oc2ccc(C=O)cc2)cc1 | -9% | -10% | -19% | -3% | 2%
11 | Cc1ccccc1-n1c(-c2cccnc2)n[nH]c1=S | 15% | . | -14% | . | .
12 | COC(=O)[C@]1(C)N[C@H](CN(C)S(=O)(=O)c2ccc(C)cc2)[C@@H]2C(=O)N(C)C(=O)[C@@H]21 | . | 3% | . | . | .
13 | Cc1ccc(CNC(=O)CN2C(=O)NC(C)(c3cccc(Br)c3)C2=O)cc1 (stereo not given) | 4% | -4% | 5% | -11% | -2%
14 | O=C(CCCN1C(=O)C(c2ccccc2)Oc2cccnc21)Nc1ccccc1Cl (stereo not given) | -4% | -1%[9.26 µM] | -1% | ? | 1%
15 | Cc1cccc(-c2noc(CCCC(=O)NCC3CCCO3)n2)c1 (stereo not given) | ? | -3% | 7% | -4% | -5%

# | uPA surface inh | BRCA1 expr act | RORg inh | p53 reactivation | FLuc counter
1 | 16% | -1% | 5% | . | 0%
2 | 1% | ? | -1% | ? | 2.7µM*
3 | 2% | -35% | 15% | 0% | ?
4 | -8% | ? | -5% | 0% | -26%
5 | -7% | -9% | . | 10% | 1%
6 | -5% | -13% | 8% | 1% | -11%
7 | -4% | 4% | 1% | -3% | 0%
8 | 1% | -24% | -1% | 0% | 1%
9 | -9% | 15% | 2% | 5% | 5%
10 | 2% | -2% | -38% | 12% | -1%
11 | . | -4% | ? | . | 10%
12 | 11% | 5% | . | -3% | .
13 | 14% | 2% | -5% | 0% | 0%
14 | 4% | 0% | -3% | -2% | -3%
15 | 6% | -9% | ? | 6% | -10%

Continued (three carried over from the part before).
# | mol | VP16 counter | ELG1 genotox | MBNL1 CUG block | Rab9 prom act | NPC1 promoter act
13 | Cc1ccc(CNC(=O)CN2C(=O)NC(C)(c3cccc(Br)c3)C2=O)cc1 (stereo not given) | 4% | -4% | 5% | -11% | -2%
14 | O=C(CCCN1C(=O)C(c2ccccc2)Oc2cccnc21)Nc1ccccc1Cl (stereo not given) | -4% | -1%[9.26 µM] | -1% | ? | 1%
15 | Cc1cccc(-c2noc(CCCC(=O)NCC3CCCO3)n2)c1 (stereo not given) | ? | -3% | 7% | -4% | -5%
16 | CCc1sc(NC(=O)CCC(=O)O)nc1-c1cc2ccccc2oc1=O | -12% | 1% | 24% | -9% | -5%
17 | Cc1cc2cc(C(c3nnnn3Cc3ccco3)N3CCc4ccccc43)c(=O)[nH]c2cc1C (stereo not given) | -2% | -6% | 12% | -1% | -1%
18 | CCN(CC)S(=O)(=O)c1ccc(-c2csc(C)n2)cc1 | 5% | 2% | -9% | 10% | -1%
19 | Cc1cccc(C(=O)O)c1NC(=O)c1ccc(F)cc1 | 2% | 1% | -2% | 0% | 0%
20 | Fc1ccc(COc2cccc3cccnc23)cc1 | -8% | ? | 4% | ? | ?
21 | O=C(Nc1ccc2c(c1)OCCO2)C1CCN(C(=O)c2ccccc2)CC1 | 4% | 3% | 1% | -15% | 0%
22 | O=C(CCl)Nc1ccccc1C(=O)Nc1ccc2c(c1)OCO2 | ? | 13% | . | 0.4µM* | 0.71µM*
23 | COC(=O)n1c(=O)oc2ccccc21 | 4% | -1% | -4% | 7% | -3%
24 | O=C(O)CN1C(=O)N/C(=C\c2cccn2-c2ccc(P(=O)(O)O)cc2)C1=O | . | 4% | . | . | .
25 | Cc1ccc(S(=O)(=O)CC(=O)c2ccc(C)c([N+](=O)[O-])c2)cc1 | -10% | -1% | 43%[activator] | -7% | -3%
26 | O=C(Nc1cccnc1)c1cnn2c(C(F)F)cc(C3CC3)nc12 | 12% | . | -4% | . | .
27 | COc1ccc2nc(N3CCCC3)c(C#N)cc2c1 | 11% | ? | 77%[activator] | 26% | 21%
28 | CCOC(=O)/C=C/C(=O)OCC(=O)N1CCN(C(=O)c2ccco2)CC1 | ? | 2% | -1% | 16% | -1%
29 | COc1ccc(C(=O)COC(=O)/C=C/c2ccc(S(=O)(=O)Nc3cccc(S(N)(=O)=O)c3)cc2)cc1 | -11% | -3% | ? | -11% | -4%
30 | CCN1CCN(c2ncc3c(n2)CC(c2cc(OC)c(OC)c(OC)c2)CC3=O)CC1 (stereo not given) | -19% | 13% | ? | -19% | -22%

# | uPA surface inh | BRCA1 expr act | RORg inh | p53 reactivation | FLuc counter
13 | 14% | 2% | -5% | 0% | 0%
14 | 4% | 0% | -3% | -2% | -3%
15 | 6% | -9% | ? | 6% | -10%
16 | 11% | -12% | -16% | 1% | -16%
17 | 3% | -63% | 5% | -6% | -18%
18 | -20% | 22% | 14% | 1% | -18%
19 | 2% | -51% | 1% | 6% | -3%
20 | 0% | 54% | 11% | 0% | 17µM*
21 | 2% | 8% | 21% | 10% | ?
22 | -11% | ? | ? | ? | -4%
23 | 0% | -8% | -30% | 23% | -1%
24 | 10% | -4% | . | -2% | .
25 | 6% | 14% | -26% | 0% | -10%
26 | -8% | -35% | -5% | . | 1%
27 | -7% | 37% | 11% | 5% | 11µM*
28 | 7.9µM* | -25% | 11µM* | -35%[inhibitor] | -1%
29 | -23% | 1% | ? | 7% | ?
30 | -13% | -77% | 19% | 11% | -2%

Next part.
# | mol | VP16 counter | ELG1 genotox | MBNL1 CUG block | Rab9 prom act | NPC1 promoter act
31 | O=C(O)c1cccc(S(=O)(=O)N2CCc3ccccc3C2)c1 | 4% | -2% | 1% | 4% | -4%
32 | Cc1onc(-c2ccccc2)c1CNS(=O)(=O)c1ccc(F)cc1F | 1% | -1% | . | -7% | 2%
33 | Cc1ccc(C)c(N(CC(=O)NCc2ccccc2)C(=O)c2csnn2)c1 | 1% | -1% | 2% | 5% | -3%
34 | COC(=O)COc1ccc(/C=C2/SC(=O)N(CC(=O)N3CCCC3)C2=O)cc1Br | -3% | 5% | 19% | -1% | -4%
35 | Cc1cccc2nc(Cn3c(=O)n(CCCC(=O)NCc4ccco4)c(=O)c4ccccc43)cc(=O)n12 | -8% | -2% | 4% | -3% | 1%
36 | CC(C)CN1CC(COCc2ccccc2)Oc2ccccc2S1(=O)=O (stereo not given) | . | -1% | . | . | .
37 | CCOc1cc(C(=O)NCCC(=O)N2CCC3(CC2)NCCc2[nH]cnc23)cc(OCC)c1OCC | -3% | 0%[9.26 µM] | -4% | -2% | -4%
38 | COCCCNC(=O)c1ccc(Cn2c(=O)c3ccccc3n(Cc3ccccc3C)c2=O)cc1 | 22% | 0% | 1% | -2% | -3%
39 | CCCc1ccc(OCC(=O)O)cc1 | 1% | 0% | 1% | -2% | 0%
40 | O=C(NNC(=S)Nc1ccccc1)c1cccs1 | -21% | ? | 7% | 1.6µM* | ?
41 | O=C(Cn1ncc(Cl)c(Cl)c1=O)c1ccc(Cl)cc1 | -66% | -14% | . | -20% | -22%
42 | CCOc1ccc(C(=O)c2ccncc2)cc1 | 5% | 18% | 11% | -3% | 2%
43 | O=C(Cn1nnc(-c2ccccc2)n1)Nc1cccc(S(=O)(=O)N2CCCC2)c1 | . | -1% | . | -11% | -1%
44 | COc1ccc(N2C(=O)CSC2c2cccs2)cc1 (stereo not given) | 3% | 0% | -11%[11.5 µM] | 0% | -6%
45 | COc1ccc(-c2oc(=O)c3cc(OC)c(OC)cc3c2C#CCCO)cc1 | . | 2% | . | . | .

# | uPA surface inh | BRCA1 expr act | RORg inh | p53 reactivation | FLuc counter
31 | -5% | 3% | -31% | . | 3%
32 | -5% | 11% | 14% | 0% | 3%
33 | -3% | -2% | -7% | 0% | 3%
34 | 2% | 0% | 0% | -9% | -2%
35 | -3% | -6% | ? | -6% | ?
36 | -19% | 3% | . | 23% | .
37 | 11% | 16% | -18% | 0% | -1%
38 | -9% | 8%&-42% | 11% | -9% | -15%&0%
39 | -4% | 25% | ? | 2% | ?
40 | -1% | -6% | -23% | ? | ?
41 | -7% | -97%[inhibitor] | ? | -25% | -12%
42 | -14% | 5% | 8% | 8% | 1%
43 | -1% | -15% | . | 7% | -21%
44 | -1% | -8% | ? | -11% | -19%
45 | 11% | 0% | . | -5% | .
